yeast mlh1 rad18 = NCI yeast anticancer drug screen, S. cerevisiae mlh1 rad18 strain; % growth inhibition at 50 µM; actives 11% (n = 79,000); AID 175;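 also: 0% = growth of vehicle-only cultures of the same strain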
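Growth inhibition of the yeast strain was measured after compound exposure and expressed relative to vehicle-treated controls. The strain carries defined defects in DNA damage repair.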
sgs1 mgt1 = NCI yeast anticancer drug screen, S. cerevisiae sgs1 mgt1 strain. actives 10% (n = 78,000). growth inhibition, % at 50 µM;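 also: 0% = growth of vehicle-only cultures of the same strain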
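This yeast growth screen uses a strain with defined DNA-repair lesions; compound-treated growth is compared with vehicle-treated growth.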
yeast mec2-1 = NCI yeast anticancer drug screen, S. cerevisiae mec2-1 strain | growth inhibition, % at 50 µM | actives 9% (n = 79,000);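 also: 0% = growth of vehicle-only cultures of the same strain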
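Mutant yeast (mec2-1) grown with compound; growth inhibition relative to vehicle control reported.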
cln2 rad14 = NCI yeast anticancer drug screen, S. cerevisiae cln2 rad14 strain. % growth inhibition at 50 µM. actives 8.3% (n = 78,000). AID 165;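 also: 0% = growth of vehicle-only cultures of the same strain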
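Growth of compound-exposed yeast (cln2 rad14 genotype) measured and expressed as inhibition relative to vehicle.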
bub3 = NCI yeast anticancer drug screen, S. cerevisiae bub3 mutant strain. actives 9.9% (n = 78,000). growth inhibition, % at 50 µM;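 also: 0% = growth of vehicle-only cultures of the same strain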
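Inhibition values come from growth of compound-treated mutant yeast normalised to vehicle-treated controls.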
rad50 = NCI yeast anticancer drug screen, S. cerevisiae rad50 strain. growth inhibition, % at 50 µM. actives 10% (n = 79,000). AID 155;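 also: 0% = growth of vehicle-only cultures of the same strain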
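Vehicle-treated cultures provide the reference for the growth inhibition reported for compound-exposed, repair-deficient yeast.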
An asterisk follows results filed as active; & = joins results of further samples. Rule as the data show it: active = growth inhibition above about 70%; inactive = the rest.

Sample of the layout:
no.	structure	yeast mlh1 rad18	sgs1 mgt1	yeast mec2-1
1	COc1ccc(NC(=O)c2c(Br)c(Br)c(Br)c(Br)c2C(=O)O)c(Cl)c1	95.2*	92.0*	88.7*
2	CC(=O)O/N=C(Cl)/C(Cl)=N/OC(C)=O	27.9	-12.6	-16.6
3	CC(=O)OC1COC(OC(C)=O)C(OC(C)=O)C1OC(C)=O (centres undefined)	11.2&1.4	5.5&-6.1	6.3&6.2
4	COC(=O)C(Cc1nc2ccccc2[nH]c1=O)C(=O)C(=O)Nc1ccc([N+](=O)[O-])cc1[N+](=O)[O-] (centres undefined)	13.1	4.5	22.7
5	Cc1cc(N(CCOS(C)(=O)=O)CCOS(C)(=O)=O)ccc1C=Nc1cccc(Cl)c1	96.2*	70.8*	51.5
6	COC(=O)C1CCC=CC1OC(C)=O (centres undefined)	3.2	2.6	-12.6
7	CCCCCCCC[N+](C)(C)C	-39.8	-26.6	-44.5

no.	cln2 rad14	bub3	rad50
1	83.5*	90.3*	92.5*
2	11.2	-24.4	8.3
3	-8.8&-10.9	4.7&4.5	28.2&5.0
4	0.2	18.1	7.2
5	13.1	29.7	90.3*
6	4.5	5.2	1.6
7	11.5	-28.7	-48.8

The list itself, repeating the preview:
no.	structure	yeast mlh1 rad18	sgs1 mgt1	yeast mec2-1
1	COc1ccc(NC(=O)c2c(Br)c(Br)c(Br)c(Br)c2C(=O)O)c(Cl)c1	95.2*	92.0*	88.7*
2	CC(=O)O/N=C(Cl)/C(Cl)=N/OC(C)=O	27.9	-12.6	-16.6
3	CC(=O)OC1COC(OC(C)=O)C(OC(C)=O)C1OC(C)=O (centres undefined)	11.2&1.4	5.5&-6.1	6.3&6.2
4	COC(=O)C(Cc1nc2ccccc2[nH]c1=O)C(=O)C(=O)Nc1ccc([N+](=O)[O-])cc1[N+](=O)[O-] (centres undefined)	13.1	4.5	22.7
5	Cc1cc(N(CCOS(C)(=O)=O)CCOS(C)(=O)=O)ccc1C=Nc1cccc(Cl)c1	96.2*	70.8*	51.5
6	COC(=O)C1CCC=CC1OC(C)=O (centres undefined)	3.2	2.6	-12.6
7	CCCCCCCC[N+](C)(C)C	-39.8	-26.6	-44.5
8	O=[N+]([O-])c1ccc(O)c(N=Cc2ccc(C=Nc3cc([N+](=O)[O-])ccc3O)cc2)c1	-17.6	-13.8	-19.8
9	CC1CCN(C(=O)CC#N)CC1	-7.0	-23.4	-12.6
10	O=S(NOCc1ccccc1)c1ccccc1 (centres undefined)	9.8	4.0	24.2

no.	cln2 rad14	bub3	rad50
1	83.5*	90.3*	92.5*
2	11.2	-24.4	8.3
3	-8.8&-10.9	4.7&4.5	28.2&5.0
4	0.2	18.1	7.2
5	13.1	29.7	90.3*
6	4.5	5.2	1.6
7	11.5	-28.7	-48.8
8	1.2	-5.1	-24.9
9	5.8	-8.2	-5.5
10	-31.8	-6.0	13.3

Additional structures
no.	structure	yeast mlh1 rad18	sgs1 mgt1	yeast mec2-1
11	O=C1Oc2ccccc2C(=O)/C1=C1\SSC(c2ccccc2)=C1c1ccccc1	-3.5	-2.8	16.8
12	Cc1cc(=O)n(NC(N)=O)c(C)c1C(=O)O	-5.5	-13.8	0.5
13	CCP(CC)(=C1C(=O)C(=O)C(=P(CC)(CC)c2ccccc2)C(=O)C1=O)c1ccccc1	28.6	3.9	27.6
14	COc1ccc(NS(=O)(=O)c2ccc(N=Cc3c4ccccc4nc4cc(Cl)ccc34)cc2)nn1	95.8*	95.6*	91.8*
15	CC(=O)c1cccc(NC(=O)c2c(Br)c(Br)c(Br)c(Br)c2C(=O)O)c1	-3.1	3.0	-12.6
16	Cc1ccccc1C(=O)c1ccc2ccccc2c1	25.4	28.2	26.2
17	O=C(O)/C=C/C(=O)Nc1cc(Cl)cc2c1-c1c(Cl)cc(Cl)cc1C2O (centres undefined)	51.9	84.0*	54.0
18	COc1ccc(C2=Nc3ccccc3NC(=O)C2)cc1	-19.9	-12.6	-20.9
19	CC1=CC(C)(C)NC(=S)N1c1ccc2ccccc2c1S(=O)(=O)O	69.8	31.1	11.7
20	CCCCn1c(=S)sc2ccccc21	22.4	20.8	4.5

no.	cln2 rad14	bub3	rad50
11	-5.0	-1.2	-7.0
12	-29.5	-1.3	-0.8
13	53.6	54.6	-10.7
14	36.9	52.2	94.2*
15	0.2	-0.2	-7.2
16	9.3	9.3	11.4
17	-5.5	11.3	83.7*
18	11.4	-17.1	-10.2
19	-36.4	36.9	15.6
20	-50.5	21.7	15.2

Continuation.
no.	structure	yeast mlh1 rad18	sgs1 mgt1	yeast mec2-1
21	Cc1ccc(C(=O)c2cc3c([nH]c4ccccc43)c(C)c2C(=O)O)cc1	21.1	-5.1	-9.6
22	O=C1C=C(Nc2cc(Cl)ccc2Cl)c2ccccc2C1=O	32.5	-8.8	4.2
23	CC1=NN(c2ccccc2)C(=O)/C1=C\n1c(=S)[nH]c2ccccc21	-17.2	32.8	-14.8
24	Cc1cc(C)c(Sc2c(C)cc(C)cc2C)c(C)c1	33.5	14.9	7.5
25	CCN(CC)CCCNc1nc2ccccc2c2c1ncn2CC(C)C	6.3	-20.8	5.4
26	CCOC(=O)c1noc(Oc2ccc(Cl)cc2Cl)n1	15.1	-10.8	0.1
27	COc1ccc(C(=O)/C=C/c2c[nH]c3ccccc23)c(O)c1	22.4	26.3	9.8
28	N#CCC(=O)NC(N)=O	23.4	-17.6	-14.3
29	Cc1nc(SCc2ccc(Cl)cc2)[nH]c(=O)c1CC(C)O (centres undefined)	12.8	9.6	17.4
30	OC(CBr)c1c(Br)ccc2ccccc12 (centres undefined)	74.7*	48.0	5.8

no.	cln2 rad14	bub3	rad50
21	28.6	21.5	15.8
22	6.8	15.2	9.8
23	6.5	8.2	-32.2
24	-8.2	10.3	38.3
25	27.1	13.2	-51.0
26	-4.3	-9.3	-13.9
27	-43.2	9.9	15.8
28	19.4	-8.0	30.4
29	-19.4	24.1	-0.5
30	32.9	20.4	53.6

Two entries picked at random from those above, as already listed:
no.	structure	yeast mlh1 rad18	sgs1 mgt1	yeast mec2-1
28	N#CCC(=O)NC(N)=O	23.4	-17.6	-14.3
24	Cc1cc(C)c(Sc2c(C)cc(C)cc2C)c(C)c1	33.5	14.9	7.5

no.	cln2 rad14	bub3	rad50
28	19.4	-8.0	30.4
24	-8.2	10.3	38.3

Carrying on:
no.	structure	yeast mlh1 rad18	sgs1 mgt1	yeast mec2-1
31	C#CC1OCCCO1	42.1	18.9	22.9
32	O=C1CC2(CCCc3sccc32)C(=O)N1 (centres undefined)	-14.1	1.6	-1.6
33	O=C(OCCCl)OCCCl	25.0	22.4	18.9
34	CC(=O)Nc1ccc(Br)cc1-c1cc(Br)ccc1NC(C)=O	17.7	4.5	5.6
35	O=C(/C=C/c1ccc(O)cc1)OCC1OC(Oc2cc(O)c3c(c2)OC(c2ccc(O)cc2)CC3=O)C(O)C(O)C1O (centres undefined)	5.1	9.6	-7.5
36	Cc1cn(C2OC(CO[Si](C)(C)C(C)(C)C)C(N(C)O[Si](C)(C)C(C)(C)C)C2[Se]c2ccccc2)c(=O)[nH]c1=O (centres undefined)	-15.2	0.5	-3.1
37	CC(=O)c1c(P(=O)(OC(C)C)OC(C)C)nn(-c2ccc([N+](=O)[O-])cc2)c1C	32.2	22.1	20.1
38	CC(C)=Cc1cc(-c2cc(C=C(C)C)[nH]n2)n[nH]1	-11.9	-20.4	-2.0
39	SC1CCCN(Cc2ccccc2)C1 (centres undefined)	17.6	2.1	4.9
40	C/C(O)=C(/C=N\C(=S)Nc1ccc(S(=O)(=O)Nc2nccs2)cc1)C(=O)Nc1ccccc1C	-18.8	15.3	8.1

no.	cln2 rad14	bub3	rad50
31	0.1	-9.1	-1.8
32	-21.1	-5.6	-11.2
33	-21.9	-5.3	41.5
34	-2.9	-3.1	-0.9
35	-16.1	14.3	9.3
36	-8.7	-9.8	-15.5
37	-0.9	14.2	59.1
38	-24.6	-9.2	-35.4
39	33.8	8.9	24.9
40	32.8	7.7	-14.3

Whole records, quoted from the list:
Results for `CC(=O)Nc1ccc(Br)cc1-c1cc(Br)ccc1NC(C)=O` : yeast mlh1 rad18: 17.7; sgs1 mgt1: 4.5; yeast mec2-1: 5.6; cln2 rad14: -2.9; bub3: -3.1; rad50: -0.9
Results for `SC1CCCN(Cc2ccccc2)C1` (centres undefined) : yeast mlh1 rad18: 17.6; sgs1 mgt1: 2.1; yeast mec2-1: 4.9; cln2 rad14: 33.8; bub3: 8.9; rad50: 24.9

From PubChem
